NFkB transloc inh – blocks IL-1B driven NFkB nuclear translocation in HUVEC cells; HUVEC IL-1B NFkB p65 nuclear translocation imaging; inhibition, % at 2 µM; hit rate 0.43% among 94,000; AID 796;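 active = inhibition above about 30% together with a positive call from visual inspection of the well image, limit read from the data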;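 note: nuclear over cytoplasmic p65 intensity ratio measured by imaging; 0% = IL-1B stimulated DMSO wells and 100% = unstimulated DMSO wells; values of inactives mirror those of a sister screen read the other way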
MRP reversal – MRP-mediated drug resistance reversal | hit rate 0.04% among 85,000 | differential viability (reversal), % at 10 µM | H69AR cells + 2 uM doxorubicin, CellTiter-Glo, 72 h;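 active = viability drop by adding the cancer drug above about 55%, with treated viability meeting a 40% cutoff, limit read from the data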;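 note: viability without doxorubicin minus viability with 2 µM doxorubicin for each compound; larger differential means the compound sensitizes cells more to doxorubicin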
Bcl-B displacement – displacers of TR3 peptide from Bcl-B, primary screen, selectivity assay for Bfl-1 inhibitor project, biochemical, fluorescence polarization | one-dose displacement, % at 20 µM; IC50 in µM for titrated hits | hit rate 0.11% among 96,000 | FP displacement of FITC-TR3 peptide from Bcl-B; higher % means a stronger effect;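 active = displacement above 50% at 20 µM plus a fluorescence interference ratio under 1.5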;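 note: plate controls were wells without compound for no effect and wells lacking Bcl-B protein for full effect; a part of the inactive calls stands beside numbers as strong as those of hits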
PLAP inhibitors HTS – PLAP enzyme inhibitors, biochemical, luminescence, HTS (AID 690) | inhibition, % at 20 µM; hits with a dose series show IC50 in µM | purified PLAP, luminescent substrate; higher % means a stronger effect | hit rate 0.08% among 96,000; in the data active = a potency from the dose series; inactive = the rest, 99 in 100 with inhibition below about 30%; note: strong numbers were not always called active
NFkB transloc pot – enhances IL-1B driven NFkB nuclear translocation; HUVEC IL-1B NFkB p65 nuclear translocation imaging; activation, % at 2 µM; hit rate 0.3% among 94,000; AID 819;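 active = activation above 40%, about the mean plus 3 SD, also judged a hit on visual image review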;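 note: percent activation is computed from the nuclear over cytoplasmic p65 intensity ratio; values of inactives mirror those of a sister screen read the other way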
MRP reversal cytotoxicity – recorded beside MRP reversal, whose call it bears; viability, %; H69AR cells, CellTiter-Glo, 72 h; measured here: cytotoxicity without doxorubicin
MRP reversal with doxorubicin – also measured in MRP reversal; calls as there; viability, %; measured here: viability with 2 uM doxorubicin; active compounds read low
NFkB transloc inh cell count 2 µM – second read-out of NFkB transloc inh, no call of its own (marks repeat the call); cell count; measured here: cells passing quality filter;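 raw number of nuclei counted in each imaged well without normalization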
NFkB transloc pot cell count 2 µM – also measured in NFkB transloc pot; calls as there; cell count; measured here: cells passing quality filter
Active calls of the source: *; x = no result given.

1	O=C(N1CCOCC1)C12CC3CC(C1)CC(C(=O)N1CCOCC1)(C3)C2
2	CCOC(=O)c1cc2c(=O)n3cccc(C)c3nc2n(Cc2cccnc2)c1=N
3	COc1ccc(-c2cc(N)n(S(=O)(=O)c3ccc(F)cc3)n2)cc1OC
4	COc1ccc(Cn2c(=O)[nH]c3cc(C(=O)NCCCN4CCCC4)ccc3c2=O)cc1
5	CCOc1cc(OCC)cc(C(=O)NC(=S)Nc2cccc(C(F)(F)F)c2)c1
6	COc1ccc(CNC(=O)C2CCCN(c3nccc(C)n3)C2)cc1 (configuration not stated)
7	CCN=C1SC(CC(=O)NC(N)=O)C(=O)N1CC (configuration not stated)
8	Cn1nc(OCCOc2ccccc2)ccc1=O

assay / entry | 1 | 2 | 3 | 4 | 5 | 6 | 7 | 8
NFkB transloc inh | -21 | 1 | 4 | -8 | -1 | 9 | x | x
NFkB transloc inh cell count 2 µM | 189 | 150 | 189 | 162 | 190 | 81 | x | x
MRP reversal | 5 | -13 | -3 | 7 | x | -2 | 1 | -5
MRP reversal cytotoxicity | 90 | 70 | 95 | 102 | x | 96 | 101 | 90
MRP reversal with doxorubicin | 85 | 83 | 97 | 95 | x | 98 | 99 | 95
Bcl-B displacement | 4% | x | 6% | -5% | -6% | x | 7% | -4%
PLAP inhibitors HTS | -4% | x | 18% | -25% | -3% | x | -3% | -1%
NFkB transloc pot | 21 | -1 | -5 | 8 | 1 | -9 | x | x
NFkB transloc pot cell count 2 µM | 189 | 150 | 189 | 162 | 190 | 81 | x | x

9	CC(C)N(C(=O)N1CCC(c2nc(-c3ccncc3)no2)CC1)C(C)C
10	CCCCNC(=O)C(C#N)c1nc2ccccc2nc1N1CCN(c2ccccc2F)CC1 (configuration not stated)
11	N#Cc1ccc(CSc2nnc(-c3cccc(S(=O)(=O)N4CCCCC4)c3)o2)cc1
12	Cc1cc(C)nc(Sc2ccc3nnc(C(F)(F)C(F)(F)C(F)(F)F)n3n2)n1
13	CC1Cc2ccccc2N1C(=O)CSc1nnc2c(n1)[nH]c1ccc(F)cc12 (configuration not stated)
14	CC(C)Oc1ccc(Cn2c(-c3ccco3)n[nH]c2=S)cc1
15	CN1/C(=C/C=N/n2cnnc2)C(C)(C)c2ccccc21
16	CCSc1nc2c(c(=O)n(C)c(=O)n2C)n1Cc1ccc(Cl)cc1

assay / entry | 9 | 10 | 11 | 12 | 13 | 14 | 15 | 16
NFkB transloc inh | -6 | 2 | -1 | 13 | 1 | 10 | -6 | -7
NFkB transloc inh cell count 2 µM | 147 | 131 | 135 | 102 | 99 | 111 | 149 | 143
MRP reversal | 19 | 3 | 7 | 23 | -11 | 2 | x | -40
MRP reversal cytotoxicity | 101 | 94 | 86 | 102 | 38 | 73 | x | 61
MRP reversal with doxorubicin | 81 | 91 | 79 | 79 | 49 | 71 | x | 101
Bcl-B displacement | -3% | -14% | 0% | 19% | x | x | 0% | x
PLAP inhibitors HTS | -47% | x | 14% | -42% | x | x | 16% | x
NFkB transloc pot | 5 | -2 | 1 | -13 | -1 | -10 | 6 | 7
NFkB transloc pot cell count 2 µM | 147 | 131 | 135 | 102 | 99 | 111 | 149 | 143

17	CCc1[nH]c(=O)c(C#N)c2c1CCCC2
18	COC(=O)Cn1nc(-c2ccc(C)c(S(=O)(=O)N(C)C)c2)c2ccccc2c1=O
19	CC(C)C(NC(=O)COc1ccccc1)C(=O)O (configuration not stated)
20	c1ccc(N2CCN(c3ccccc3)C2c2cccnc2)cc1
21	O=C(CSc1ccc2c(c1)OCCO2)Nc1ncc(Cl)cc1Cl
22	Cc1ccc(C(=O)Nc2ccc3c(c2)nc2n3CCSC2)cc1
23	c1ccc(-c2nc(NCc3cccnc3)c3oc4ccccc4c3n2)cc1
24	CC(C)C(NC(=O)OCc1ccccc1)C(=O)OCC(=O)NCc1ccco1 (configuration not stated)

assay / entry | 17 | 18 | 19 | 20 | 21 | 22 | 23 | 24
NFkB transloc inh | -4 | x | -20 | 6 | 8 | -18 | 1 | -12
NFkB transloc inh cell count 2 µM | 88 | x | 190 | 83 | 205 | 133 | 113 | 117
MRP reversal | 6 | 1 | 8 | 60* | -6 | -13 | -27 | 16
MRP reversal cytotoxicity | 92 | 70 | 104 | 85* | 96 | 76 | 38 | 94
MRP reversal with doxorubicin | 86 | 69 | 96 | 25* | 102 | 89 | 65 | 78
Bcl-B displacement | 2% | -1% | 7% | x | 4% | -8% | 3% | 2%
PLAP inhibitors HTS | -30% | -28% | 6% | x | 3% | 23% | -60% | -26%
NFkB transloc pot | 4 | x | 20 | -6 | -8 | 18 | -1 | 12
NFkB transloc pot cell count 2 µM | 88 | x | 190 | 83 | 205 | 133 | 113 | 117

25	Clc1ccc2c(NCc3ccccn3)ncnc2c1
26	CC(=O)c1c(NCc2ccccc2)nc(=O)n(-c2ccccc2)c1C
27	O=C1CCNc2cc3ccccc3cc21
28	O=C1CSC(c2cn(-c3ccccc3)nc2-c2ccc3c(c2)OCCO3)N1CCN1CCOCC1 (configuration not stated)
29	Cc1c(C=NCCOCc2ccccc2)cnn1C
30	Cc1ccc(-c2nnn(CC(=O)NCC3CC3)n2)o1
31	N#CCCSc1ncnc2c1oc1ccccc12
32	N=C1C(c2nc3ccccc3[nH]2)=C(O)CN1c1ccc(CC(=O)O)cc1

assay / entry | 25 | 26 | 27 | 28 | 29 | 30 | 31 | 32
NFkB transloc inh | 7 | -9 | 2 | -8 | 4 | -8 | -5 | 6
NFkB transloc inh cell count 2 µM | 102 | 199 | 175 | 148 | 135 | 147 | 190 | 47
MRP reversal | 19 | 6 | -9 | 25 | x | -16 | 3 | -11
MRP reversal cytotoxicity | 92 | 95 | 58 | 72 | x | 84 | 92 | 79
MRP reversal with doxorubicin | 73 | 89 | 67 | 47 | x | 99 | 89 | 89
Bcl-B displacement | 2% | -6% | 108% | -9% | -12% | -8% | 6% | -3%
PLAP inhibitors HTS | -5% | 14% | 12% | -54% | 5% | 13% | 15% | -162%
NFkB transloc pot | -7 | 9 | -2 | 8 | -4 | 8 | 5 | -6
NFkB transloc pot cell count 2 µM | 102 | 199 | 175 | 148 | 135 | 147 | 190 | 47

33	COc1cc(-c2nnc(SCC3(c4ccccc4)OCCO3)o2)cc(OC)c1OC
34	CCn1c(SCC(=O)N2c3ccccc3CC2C)nnc1-c1ccco1 (configuration not stated)
35	COC(=O)C1=C(N)Oc2cc(C)n(Cc3ccco3)c(=O)c2C1c1cccc(Cl)c1 (configuration not stated)
36	CC(C)C[C@H](NC(=O)Nc1ccc(S(N)(=O)=O)cc1)C(=O)O
37	Cc1oc(C(=O)O)cc1COc1ccc2c3c(c(=O)oc2c1C)CCCC3
38	CC(C)N(Cc1nc(-c2ccc(Cl)cc2)no1)C(=O)CCCN1C(=O)c2ccccc2C1=O
39	COc1ccc(CCn2c(NCCCN3CCOCC3)nc3c2c(=O)[nH]c(=O)n3C)cc1
40	O=c1[nH]c2ccc(Cl)cc2c(-c2ccccc2)c1SC(=S)N1CCOCC1

assay / entry | 33 | 34 | 35 | 36 | 37 | 38 | 39 | 40
NFkB transloc inh | x | 45* | 15 | 5 | x | x | -5 | -3
NFkB transloc inh cell count 2 µM | x | 119* | 59 | 146 | x | x | 119 | 178
MRP reversal | x | 12 | 5 | -2 | -4 | 23 | 6 | -5
MRP reversal cytotoxicity | x | 79 | 95 | 108 | 100 | 111 | 86 | 74
MRP reversal with doxorubicin | x | 66 | 90 | 110 | 104 | 88 | 80 | 79
Bcl-B displacement | 9% | x | -4% | -5% | 8% | -18% | -7% | -4%
PLAP inhibitors HTS | -51% | x | 0% | 1% | -23% | -53% | -24% | -75%
NFkB transloc pot | x | -45 | -15 | -5 | x | x | 5 | 3
NFkB transloc pot cell count 2 µM | x | 119 | 59 | 146 | x | x | 119 | 178

41	CC1CC(O)(Cc2ccccc2)C(C)CN1C (configuration not stated)
42	O=C(O)CN=C(NS(=O)(=O)c1ccccc1)c1ccccc1
43	CCOC(=O)C1CCN(CC(=O)N2C(C)CCCC2C)CC1 (configuration not stated)
44	COCCn1c(C)cc(C2=NNC(=Nc3ccc(OC)cc3)SC2)c1C
45	CCC(C)NC(=O)CNS(=O)(=O)c1ccc(C)cc1 (configuration not stated)
46	CCCN1C2CCCC1CC(NC(=O)c1cc(OC)c(OC)c(OC)c1)C2 (configuration not stated)
47	CSc1c(C#N)c(N)c(C#N)c2c1COC(C)(C)C2
48	C/C(=N\S(=O)(=O)c1ccc(C)cc1)N1CCN(S(=O)(=O)c2ccccc2)C1C(C)C (configuration not stated)

assay / entry | 41 | 42 | 43 | 44 | 45 | 46 | 47 | 48
NFkB transloc inh | 0 | -6 | x | 11 | -8 | 10 | -3 | 4
NFkB transloc inh cell count 2 µM | 73 | 118 | x | 148 | 144 | 92 | 142 | 64
MRP reversal | 3 | x | -10 | -15 | -3 | -6 | 12 | 6
MRP reversal cytotoxicity | 102 | x | 82 | 85 | 81 | 89 | 80 | 80
MRP reversal with doxorubicin | 100 | x | 91 | 100 | 84 | 95 | 69 | 74
Bcl-B displacement | 8% | -8% | 14% | -4% | x | -2% | x | -8%
PLAP inhibitors HTS | 18% | 5% | -68% | -26% | x | -22% | x | -65%
NFkB transloc pot | 0 | 6 | x | -11 | 8 | -10 | 3 | -4
NFkB transloc pot cell count 2 µM | 73 | 118 | x | 148 | 144 | 92 | 142 | 64

49	Cc1cc(=O)[nH]c(SCC(=O)Nc2ccc(Br)cn2)n1
50	Cc1cccn2c(=O)c3cc(C(=O)NC(C)C)c(=N)n(Cc4ccncc4)c3nc12
51	N#Cc1sc2nc(-c3cccs3)cc(-c3ccccc3)c2c1N
52	COC(=O)c1ccc(NC(=O)CSc2nncn2C)cc1
53	O=C(NCCCCc1ccccc1)c1ccc(Br)o1
54	CC(C)CC(=O)N1CCN(CC2CC=CCC2)CC1 (configuration not stated)
55	Cc1ccc(OCC(=O)N/N=C\c2ccco2)c(C)c1
56	O=C(NCc1ccccc1)N1CCC(n2cnc3cc(F)ccc32)CC1

assay / entry | 49 | 50 | 51 | 52 | 53 | 54 | 55 | 56
NFkB transloc inh | -20 | x | 14 | 4 | -11 | 0 | 26 | -16
NFkB transloc inh cell count 2 µM | 114 | x | 139 | 87 | 120 | 94 | 59 | 114
MRP reversal | 12 | -4 | x | 13 | 22 | 16 | -2 | 22
MRP reversal cytotoxicity | 93 | 67 | x | 88 | 116 | 98 | 93 | 91
MRP reversal with doxorubicin | 81 | 71 | x | 75 | 93 | 82 | 96 | 70
Bcl-B displacement | 2% | -2% | 3% | 0% | x | x | -1% | -10%
PLAP inhibitors HTS | -7% | -24% | 10% | -4% | x | x | 1% | -10%
NFkB transloc pot | 20 | x | -14 | -4 | 11 | 0 | -26 | 15
NFkB transloc pot cell count 2 µM | 114 | x | 139 | 87 | 120 | 94 | 59 | 114

57	CCCNC(=O)CCn1c(-c2ccc(C)cc2)cc(C(=O)OCC)c1C
58	Cc1cc2c(cc1C)N(C(=O)CSc1nncn1C)C(C)(C)c1ssc(=S)c1-2
59	CCSc1nnc(-c2ccccc2NC(=O)CC)c(=O)[nH]1
60	CCOC(=O)c1c(C)[nH]c2cc(Br)c(OC)cc12
61	CCSc1nnc(-c2cccnc2)n1-c1ccc(Cl)c(C)c1

assay / entry | 57 | 58 | 59 | 60 | 61
NFkB transloc inh | 16 | -18 | -21 | -6 | -12
NFkB transloc inh cell count 2 µM | 101 | 150 | 109 | 154 | 170
MRP reversal | 8 | -2 | 8 | x | -8
MRP reversal cytotoxicity | 100 | 70 | 100 | x | 61
MRP reversal with doxorubicin | 92 | 72 | 92 | x | 69
Bcl-B displacement | -8% | x | -3% | -3% | 16%
PLAP inhibitors HTS | -60% | x | -3% | 1% | -11%
NFkB transloc pot | -16 | 18 | 21 | 6 | 12
NFkB transloc pot cell count 2 µM | 101 | 150 | 109 | 154 | 170

Only part of the results is shown; rates above refer to the full screens.
